# High-throughput results (PubChem BioAssay)
# ARFGAP1 inhibitor: inhibits rat ARF GTPase activating protein 1 | Q62848 | Arfgap1-stimulated ARF1 GTP hydrolysis, GDP FP detection | inhibition, % at 16.5 µM | hit rate 0.26% among 360,000 | AID 651572;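 active means inhibition above a per-plate limit, mean inhibition of low control wells plus 3 SD, cut at about 25% in these data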;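 further: 0% = DMSO wells with enzyme and 100% = wells lacking Arfgap1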
# Target sequence (Q62848 1-136 limits assumed): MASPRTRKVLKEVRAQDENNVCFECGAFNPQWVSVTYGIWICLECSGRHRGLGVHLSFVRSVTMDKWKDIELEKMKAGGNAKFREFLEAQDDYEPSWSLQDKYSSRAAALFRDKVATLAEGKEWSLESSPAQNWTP
#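 Assay system: Rat Arfgap1 GAP domain (His6, aa 1-136), purified enzyme | Buffer or medium: HEPES 25 mM pH 7.5, NaCl 150 mM, MgCl2, DTT | Schedule: GTP hydrolysis reaction 2 h at 25 °C | Signal: FP of antibody-bound GDP Alexa 633 tracer, ex 620/em 688 nm | Measure: Percent inhibition of Arfgap1-stimulated GTP hydrolysis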
# TDP2 absorb: blocks human TDP2 phosphodiesterase activity; inhibition, % at 12.8 µM; hit rate 0.34% among 370,000; AID 720702; O95551; recombinant TDP2, T5PNP hydrolysis, p-nitrophenol absorbance 415 nm;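 active means inhibition above the mean of all tested compounds plus 3 SD, set per campaign, cut at about 25% in these data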;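 further: 0% = DMSO with enzyme and 100% = buffer with substrate but no TDP2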
# Target sequence (O95551 whole entry, looked up): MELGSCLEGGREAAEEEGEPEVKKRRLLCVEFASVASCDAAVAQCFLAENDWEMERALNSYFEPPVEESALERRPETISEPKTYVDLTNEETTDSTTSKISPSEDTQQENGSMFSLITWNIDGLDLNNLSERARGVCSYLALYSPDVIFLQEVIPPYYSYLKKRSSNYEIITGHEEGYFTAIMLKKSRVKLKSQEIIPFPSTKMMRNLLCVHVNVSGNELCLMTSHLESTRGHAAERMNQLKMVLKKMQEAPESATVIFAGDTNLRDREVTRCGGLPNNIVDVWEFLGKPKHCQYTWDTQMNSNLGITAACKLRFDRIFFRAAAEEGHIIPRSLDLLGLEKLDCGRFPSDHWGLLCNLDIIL
#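 Test system: human TDP2 enzyme; Input: 120 nM TDP2 per well; Buffer or medium: Mg2+-containing Tris-HCl buffer, pH 7.5; Reagent: 5 mM T5PNP; Dosing: 12.8 µM single point, 1% DMSO; Incubation: reaction 2 h, 37 °C; Detection: p-Nitrophenol epi absorbance; Read-out: % inhibition relative to enzyme-containing and enzyme-free wells; Replicates: single well per compound.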
# LEDGF integ inh: blocks HIV-1 LEDGF/p75-dependent DNA integration | TR-FRET IN-LEDGF/p75 DNA integration, Eu/Cy5 | inhibition, % at 3.7 µM | hit rate 0.64% among 370,000 | AID 743269;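 active means inhibition above the screen-wide mean plus 3 SD, cut at about 13% in these data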;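 further: signal is the Cy5 over europium emission ratio at 671 and 618 nm; 0% = plate median of compound wells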
# KLK7 zymogen act: proKLK7 (human) activation, primary screen; P49862; purified proKLK7, EDANS-DABCYL substrate fluorescence; 100% is mature enzyme control, 0% vehicle; activation, % at 7 µM; hit rate 0.9% among 370,000;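 active means activation above the mean of all tested compounds plus 3 SD, computed per campaign excluding outliers beyond control limits, cut at about 13% in these data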
# DDE Tn7 FP inh: disrupts Tn7 cyclic peptide binding to fibrin D-Dimer-E complex | P02675 | FP displacement of FITC-Tn7 peptide from fibrin DD(E); 0% = median of compound wells per plate | inhibition, % at 8.3 µM | AID 720508 | hit rate 0.13% among 370,000;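 active means inhibition above the mean of compounds falling within the control limits plus 3 SD of them, cut at about 14% in these data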;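 further: 0% = plate median of compound wells and 100% = 10 µM Aha-Tn7 peptide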
#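 Measure: % inhibition scaled between sample-field median and high-control FP; Test system: human fibrin DD(E); Quantity: 2 µM final DD(E) protein; Doses: one dose, 8.3 µM nominal; Schedule: compound with protein 10 min, then 3 h after probe, room temperature; Detection: fluorescence polarization; Medium: Tris buffer with calcium and detergent, pH 7.8.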
# PLC-gamma1 inh: PLC-gamma1 (human) inhibition, primary screen; P19174; hit rate 0.84% among 370,000; AID 720700; purified PLC-gamma1, fluorogenic substrate, fluorescence; inhibition, % at 12.2 µM; in the data active means inhibition above about 9.5%
# DDE Tn6 FP inh: inhibitors of Tn6 peptide binding to human fibrin DD(E). P02675. Fibrin DD(E) TRITC-Tn6 fluorescence polarization displacement. inhibition, % at 8.3 µM. hit rate 0.21% among 370,000;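 active means inhibition above a per-campaign cutoff: mean of compounds within control limits plus 3 SD, cut at about 15% in these data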;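 further: 0% = median of all compound wells on the plate and 100% = blocking peptide control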
# ADAM10 inh: ADAM10 inhibition, QFRET primary screen | recombinant ADAM10, EDANS/DABCYL FRET peptide cleavage, 3 h | inhibition, % at 7 µM | hit rate 0.62% among 370,000 | O14672;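 active means inhibition above a per-campaign cutoff equal to the mean of compounds falling between control-based bounds plus 3 SD, cut at about 20% in these data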;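 further: 0% = DMSO wells while the 100% control is not disclosed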
# ASAP1 inh: inhibitors of human ASAP1 ArfGAP activity. ASAP1-stimulated ARF1 GTP hydrolysis, GDP FP detection. inhibition, % at 16.5 µM. hit rate 0.19% among 360,000. AID 624377; in the data active means inhibition above about 25%;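 further: 0% = vehicle with enzyme and substrate and 100% = no enzyme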
# Target sequence (Q9ULH1 325-724 limits assumed): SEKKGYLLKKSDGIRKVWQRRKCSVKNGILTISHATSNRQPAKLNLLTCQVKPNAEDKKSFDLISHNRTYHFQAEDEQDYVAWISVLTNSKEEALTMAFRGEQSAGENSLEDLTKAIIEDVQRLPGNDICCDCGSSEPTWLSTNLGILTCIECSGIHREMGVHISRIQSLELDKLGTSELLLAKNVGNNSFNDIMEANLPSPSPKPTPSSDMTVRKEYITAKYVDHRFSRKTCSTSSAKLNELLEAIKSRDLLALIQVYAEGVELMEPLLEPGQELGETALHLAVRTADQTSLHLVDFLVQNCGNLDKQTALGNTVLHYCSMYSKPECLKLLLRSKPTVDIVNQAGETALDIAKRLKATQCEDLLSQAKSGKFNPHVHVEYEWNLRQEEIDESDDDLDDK
# ADAM17 inh: inhibitors of human ADAM17. P78536. recombinant ADAM17, EDANS/DABCYL FRET peptide cleavage. inhibition, % at 6.95 µM. hit rate 0.83% among 370,000. AID 720648;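 active means inhibition above the mean of compounds lying between control limits plus 3 SD, set per campaign, cut at about 8.5% in these data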;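 further: 0% = DMSO-only wells as the low control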
# * hit, by the source's call; nt = not tested or not shown.
SMILES,ARFGAP1 inhibitor,TDP2 absorb,LEDGF integ inh,KLK7 zymogen act,DDE Tn7 FP inh,PLC-gamma1 inh,DDE Tn6 FP inh,ADAM10 inh,ASAP1 inh,ADAM17 inh
Cc1cc(C)cc(NC(=O)C2(c3ccccc3)CC2(Cl)Cl)c1 (centres undefined),-3,-8,0,0.2,-4,2,6,20*,-2,9.9*
O=C(C1CC1)N1CCCC(c2ccc(Cl)cc2)=N1,11,-3,-5,0.1,-7,-1,1,-3,5,-2
CC(=O)Nc1ccc(NC(=O)CSc2nnc(C)c(=O)[nH]2)cc1,-4,15,1,-0.1,13,0,-1,5,-13,-6
O=C1c2ccccc2C(=O)N1CCCCN(C(=O)c1cc([N+](=O)[O-])cc([N+](=O)[O-])c1)c1ccc(Cl)cc1,-7,-11,0,0.6,-5,1,-1,-1,2,3
CCOc1ccc(NC(=O)CN(C)C(=O)c2ccc(N3CCCCCC3)c([N+](=O)[O-])c2)cc1OCC,4,-2,-8,0.6,2,1,-9,-2,8,1
CCNC(=O)C1(C)CCN(C(=O)c2cc(C)oc2C)C1 (centres undefined),-2,6,2,0.7,6,-1,-6,-1,-6,-1
O=C(Cn1ccc2ccccc2c1=O)NCC(=O)N1CCN(c2ccccc2F)CC1,2,0,6,1.1,-5,-1,3,-7,16,-4
O=C(Cn1c(N2CCN(c3ccccc3)CC2)nc2ccccc21)c1ccccc1,-6,7,0,-0.6,12,-4,3,3,7,-2
O=C(NCc1ccco1)c1cccc(N2CCCC2=O)c1,10,6,-1,-0.2,-3,5,0,4,8,-1
COc1cc(C(=O)NCC(=O)Nc2ccc(F)c(F)c2)ccc1OCC(=O)N1CCOCC1,9,-8,-5,-0.3,1,5,-2,-12,10,-3
CCC1Oc2ccccc2N(CC(=O)N2CCOCC2)C1=O (centres undefined),3,19,-4,-0.4,2,1,4,-2,1,-2
COc1ccc(Br)cc1C(=O)Nc1cccc(C)c1C,-5,-11,-1,0.2,-5,6,-12,0,11,-6
O=C(CSc1nnc(SCc2cccc3ccccc23)s1)Nc1ccc(Oc2ccccc2)cc1,nt,-9,5,0.9,-6,7,-2,11,nt,-1
Cc1[nH]c2ccccc2c1C(=O)COC(=O)c1ccc2c(=O)n3c(nc2c1)CCC3,7,-5,5,2.3,3,-2,-7,-1,5,-6
COc1ccc(CNC(=O)COC(=O)c2ccccn2)cc1,-10,6,0,0.4,-3,-1,-4,0,-9,-7
CC1Cc2ccccc2N1C(=O)CN1CCN(S(=O)(=O)c2cccs2)CC1 (centres undefined),-3,12,1,0.3,-2,3,-4,-7,15,-4
CCOC(=O)c1csc(-c2ccc([N+](=O)[O-])cc2)n1,14,9,2,0.4,-4,-2,-8,-1,1,-1
COCCn1nnnc1C(C(C)C)N1CCC(Cc2ccccc2)CC1 (centres undefined),19,-15,-3,0.7,4,6,-9,16,-5,-1
O=C(NCc1ccc2c(c1)OCO2)c1cccs1,12,11,4,0.0,4,1,0,-3,3,-1
O=[N+]([O-])c1ccccc1COc1ccc(Cl)c2cccnc12,1,18,-2,-1.0,10,-2,1,0,0,-2
CCOC(=O)CC1C(=O)NCCN1S(=O)(=O)c1ccc(Cl)c(Cl)c1 (centres undefined),8,-5,1,-0.1,-5,4,-2,-2,14,-4
Cn1c(SCC(=O)N2CCOCC2)nnc1-c1cccc(NC(=O)c2ccccc2)c1,-1,6,-3,0.1,-4,0,-1,1,0,-1
O=C(CN1CCN(c2ccc(F)cc2)CC1)NCc1cccs1,-14,14,-3,-0.3,-4,-2,-1,-6,-5,-4
CCCC(=O)Nc1ccc2oc(=O)ccc2c1,4,-1,35*,0.1,2,-11,4,-16,2,-7

# 5 entries picked at random from the list so far:
SMILES,ARFGAP1 inhibitor,TDP2 absorb,LEDGF integ inh,KLK7 zymogen act,DDE Tn7 FP inh,PLC-gamma1 inh,DDE Tn6 FP inh,ADAM10 inh,ASAP1 inh,ADAM17 inh
O=C(CN1CCN(c2ccc(F)cc2)CC1)NCc1cccs1,-14,14,-3,-0.3,-4,-2,-1,-6,-5,-4
O=C(NCc1ccc2c(c1)OCO2)c1cccs1,12,11,4,0.0,4,1,0,-3,3,-1
CCCC(=O)Nc1ccc2oc(=O)ccc2c1,4,-1,35*,0.1,2,-11,4,-16,2,-7
O=C(CSc1nnc(SCc2cccc3ccccc23)s1)Nc1ccc(Oc2ccccc2)cc1,nt,-9,5,0.9,-6,7,-2,11,nt,-1
CCOC(=O)c1csc(-c2ccc([N+](=O)[O-])cc2)n1,14,9,2,0.4,-4,-2,-8,-1,1,-1

# (list continues)
SMILES,ARFGAP1 inhibitor,TDP2 absorb,LEDGF integ inh,KLK7 zymogen act,DDE Tn7 FP inh,PLC-gamma1 inh,DDE Tn6 FP inh,ADAM10 inh,ASAP1 inh,ADAM17 inh
CC(NC(=S)Nc1ccc(Cl)cc1)C(c1ccccc1)N1CCOCC1 (centres undefined),-3,-10,2,-0.2,-8,1,11,5,-10,2
Cc1cc(C(=O)OCC(=O)Nc2ccc(S(N)(=O)=O)cc2)c2ccccc2n1,8,-9,7,-1.4,-4,1,4,-18,13,0
Fc1ccc(C2=Nc3cccc4cccc(c34)N2)cc1,-11,10,-3,-0.4,6,-3,-1,-1,-1,-1
COc1ccc2c(c1)CCc1c(C(=O)NCc3ccc(F)cc3)noc1-2,4,-5,5,0.1,-7,0,-8,-3,-5,-1
COc1ccc(S(=O)(=O)N2CCC(C(=O)NC3CCCC3)CC2)cc1C,0,3,5,0.1,-8,4,-1,-2,2,1
CC1CN(c2ncnc3c2c(-c2ccccc2)cn3-c2ccc(F)cc2)CC(C)O1 (centres undefined),3,-4,-4,-0.3,5,-3,-7,10,-7,-4
CCN(CC(=O)Nc1ccc(OC)cc1)C(=O)CCc1nc2ccccc2c(=O)[nH]1,10,-2,1,-0.3,1,2,9,-8,-5,-10
Cn1cc2c(=O)n(/N=C/c3ccccc3)cnc2n1,0,-3,3,-0.4,1,0,5,1,-3,-3
Cc1ccc(-c2nnc(SCC(=O)NC3CC3)n2N)cc1,-14,8,1,0.3,0,0,14,-2,-6,-2
Cc1noc(C)c1COc1ccc(C(=O)OCC(=O)Nc2c(C)n(C)n(-c3ccccc3)c2=O)cc1,-7,3,1,0.1,3,1,5,0,-4,-2
COC(=O)c1ccc2cc(OC)c(OC)cc2c1,13,1,1,0.7,0,1,4,-43,5,-17
Cc1nc2ccccc2c(=O)n1NC(=O)c1cccc(Cl)c1,-3,-2,1,0.3,-11,-2,5,5,0,-2
Cc1cc(C(=O)NCc2csc(-c3ccccc3)n2)no1,5,11,2,-0.2,-5,-3,-2,-22,-10,-6
O=C(COC(=O)C1CC(=O)N(Cc2ccccc2)C1)c1ccc(F)cc1 (centres undefined),-2,8,-2,0.0,10,2,0,8,-14,-2
CC/C=C\C/C=C\C/C=C\CCCCCCCC(=O)O,2,7,8,0.0,5,-2,7,-8,3,-7
COc1cccc(/C(O)=C2/C(=O)C(=O)N(c3cc(C)on3)C2c2cccs2)c1 (centres undefined),8,3,2,-0.1,-1,-3,1,-4,4,-6
Cc1csc(NC(=O)Nc2ccc(Cl)cc2)n1,8,6,0,0.2,5,2,1,7,6,-3
CNc1ccccc1C(C)(C)c1cc(-c2cccc([N+](=O)[O-])c2)no1,-7,-17,5,0.0,-6,4,3,12,-3,6
CCc1ccc2c(CN(C)Cc3ccc(OC(F)F)c(OC)c3)cc(=O)oc2c1,10,2,-1,-0.2,1,-7,1,3,1,3
CCOC(=O)c1ncn2c1CN(C)C(=O)c1cc(F)ccc1-2,-4,7,2,0.4,3,0,4,-2,8,-4
CCc1ccccc1NC(=O)c1cnccn1,-1,17,1,0.1,3,-3,3,-3,-18,-7
O=S(=O)(NCCN1CCCC1)c1cccc2cccnc12,-5,-11,0,0.0,-1,-1,7,-11,-1,0
CCc1nc2c(OCCOc3ccc(F)cc3)cccn2c1N(C)C(=O)c1ccc(C)cc1,1,2,-2,0.1,-9,1,-2,3,-1,0
CN(CC(=O)Nc1ccccc1Br)C(=O)CCSc1ccc(F)cc1,4,10,0,-0.6,5,1,0,3,12,2

# Arranged by length of the SMILES (rising): 5 of the compounds above
SMILES,ARFGAP1 inhibitor,TDP2 absorb,LEDGF integ inh,KLK7 zymogen act,DDE Tn7 FP inh,PLC-gamma1 inh,DDE Tn6 FP inh,ADAM10 inh,ASAP1 inh,ADAM17 inh
Cc1csc(NC(=O)Nc2ccc(Cl)cc2)n1,8,6,0,0.2,5,2,1,7,6,-3
CC/C=C\C/C=C\C/C=C\CCCCCCCC(=O)O,2,7,8,0.0,5,-2,7,-8,3,-7
O=S(=O)(NCCN1CCCC1)c1cccc2cccnc12,-5,-11,0,0.0,-1,-1,7,-11,-1,0
Cc1cc(C(=O)NCc2csc(-c3ccccc3)n2)no1,5,11,2,-0.2,-5,-3,-2,-22,-10,-6
CCc1ccc2c(CN(C)Cc3ccc(OC(F)F)c(OC)c3)cc(=O)oc2c1,10,2,-1,-0.2,1,-7,1,3,1,3

# Additional structures
SMILES,ARFGAP1 inhibitor,TDP2 absorb,LEDGF integ inh,KLK7 zymogen act,DDE Tn7 FP inh,PLC-gamma1 inh,DDE Tn6 FP inh,ADAM10 inh,ASAP1 inh,ADAM17 inh
COc1ccc(/C(N)=N/OC(=O)c2ccco2)cc1,7,2,-1,-0.9,3,0,3,5,3,-3
Cc1ccc(CSc2nnc(CC(=O)Nc3ccc(C)cc3)n2C)cc1,-15,-14,7,-3.0,3,4,-10,-30,-1,-15
O=C(NNC1=NC2(CCCC2)Cc2ccccc21)c1cccnc1,-10,8,2,0.2,-1,5,-8,-2,-15,-2
CC1(C)CC(=O)c2c(noc2-c2ccccc2)C1,3,-3,-1,0.9,3,0,-11,6,-2,-1
CC(=O)Oc1ccc2c(=O)c(-c3nc4ccccc4s3)coc2c1,2,14,-3,0.4,2,-6,-5,-5,4,-5
CC(C)=NNC(=O)c1c(O)c2ccccc2[nH]c1=O,20,1,-2,-0.1,2,-1,-9,1,-1,-5
NC1(N2SC(S)=C3CCCC=C32)CCCCC1,5,-2,6,0.6,-5,0,1,1,-6,-1
